Screening results from PubChem.
PGC1a acetyl inh: modulators of PGC1a acetylation | 0.17% of 350,000 active | inhibition, % at 15.6 µM | U2OS PGC1a acetylation, AlphaScreen anti-acetyl-lysine; with virally co-expressed GCN5 acetyltransferase;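 active = every replicate shows inhibition of at least 40%; inconclusive = mean inhibition at least 40% but some replicate below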;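 also: 0% = neutral control wells and 100% = positive control wells; some results beyond the cut were filed as inactive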
CASP6 VEID inh: caspase-6 (human) enzyme inhibition; P55212; purified caspase-6, Z-VEID-R110 cleavage fluorescence; inhibition, % at 12.5 µM; 0.53% of 350,000 active; AID 686996;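 active = mean inhibition across replicates at least about 35%, with every replicate also reaching that limit, limit read from the data; inconclusive = only one of the two criteria met; inactive = neither criterion met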;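 also: 0% = median of neutral control wells and 100% = no fluorescence left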
Target sequence (P55212 24-179 limits assumed): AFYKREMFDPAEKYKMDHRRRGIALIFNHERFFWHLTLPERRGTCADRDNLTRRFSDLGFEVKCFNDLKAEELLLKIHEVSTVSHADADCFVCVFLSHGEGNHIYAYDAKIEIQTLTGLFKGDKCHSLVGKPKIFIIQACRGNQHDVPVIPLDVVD
Target sequence (P55212 194-293 limits assumed): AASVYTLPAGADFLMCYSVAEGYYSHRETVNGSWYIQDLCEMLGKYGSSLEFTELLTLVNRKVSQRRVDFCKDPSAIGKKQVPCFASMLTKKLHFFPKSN
miR122 inh: inhibitors of miR-122 in Huh7 cells; activation (reporter increase), % at 12.5 µM; 0.3% of 340,000 active; Huh7 miR-122 Renilla luciferase sensor, 48 h; neutral wells = 0, positive control = 100;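 active = mean replicate activation score at least 90 and every replicate individually at or above 90; inconclusive = only one of the two criteria met; inactive = neither criterion met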;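 also: higher luciferase means less miR-122 activity so hits act as miR-122 inhibitors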
LGR2 antag: blocks bursicon-induced cAMP signaling via Drosophila LGR2; HEK293 LGR2, CRE-luciferase, bursicon-stimulated, 4 h; inhibition, % at 9.99 µM; 0.35% of 380,000 active;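 active = drop in luminescence signal, shown as inhibition above about 50% in the replicate tests, limit read from the data, passing the limit was not always enough; inconclusive = probably only some replicates passing the limit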;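 also: agonist challenge used bursicon conditioned medium at about half maximal strength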
PAX8 inh HTS: lowers PAX8-driven luciferase in RMG-I cells; 1.2% of 360,000 active; inhibition, % at 12.6 µM; RMG-I TPO-luciferase reporter, SteadyGlo, 24 h; AID 652154;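 active = mean replicate inhibition at least 60% with every replicate also reaching 60%; inconclusive = only one of the two criteria is met; inactive = mean below 60% and not all replicates reaching 60%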;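 also: luciferase light reporting Pax8 driven TPO promoter activity; plate controls were median of neutral control wells for no effect and mitoxantrone controls for full effect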
EWS-Fli block: inhibitors of EWS/Fli oncoprotein transcriptional activity | A673 NR0B1-luciferase reporter, viability-normalised | inhibition, % at 12.6 µM | 0.67% of 350,000 active | AID 651661;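 active = mean inhibition of at least 50% after viability correction, with every replicate also passing that limit; inconclusive = mean reaches 50% but only one of two replicates passes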;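 also: firefly luciferase signal divided by Alamar Blue viability fluorescence both relative to DMSO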
FN deposition inh: fibronectin deposition inhibition | AH1F fibroblasts, Alexa488-fibronectin deposition fluorescence, overnight | inhibition, % at 12.6 µM | 0.086% of 350,000 active | AID 743247;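 active = mean inhibition across replicates of 30% or more, regardless of how many single replicates reach that level; inconclusive = mean under 30% yet at least half of replicates reach 30%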;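 also: positive control wells lacked labelled fibronectin entirely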
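Assay system: AH1F fibroblasts assembling fluorescent fibronectin matrix; Amount: 10000 AH1F cells per well; Buffer or medium: DMEM, 2% serum; Probe or stimulus: Alexa488-fibronectin, 24 nM final in well; Doses: single compound dose, delivered by pin transfer; Incubation: 1 h adhesion, overnight exposure; Measured by: fluorescence 485/525 nm; Read-out: fibronectin deposition inhibition.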
Cneo AK release: Cryptococcus neoformans lysis via adenylate kinase release; C. neoformans lysis, adenylate kinase release luminescence, 4 h; normalised: neutral wells 0, clomiphene wells 100; lysis activity, % at 15 µM; 0.2% of 360,000 active; AID 651654;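 active = mean lysis activity across replicates of at least 80%, whatever share of replicates individually reach that level; inactive = mean lysis activity below 80%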
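Assay system: C. neoformans cells. Amount: yeast cell density of 5 × 10^6 cells/mL. Technique: AK luminescence. Buffer or medium: YPD. Times: static 4 h at 37 °C with compound, 1 h detection. Dosing: single-point compound dose. Read-out: lysis from increased AK signal.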
Numbers without * were called inactive; ? = inconclusive; · = not tested or not shown; & = joins results of further samples; [ ] = remark or other dose.

SMILES	PGC1a acetyl inh	CASP6 VEID inh	miR122 inh	LGR2 antag	PAX8 inh HTS	EWS-Fli block	FN deposition inh	Cneo AK release
COc1ccccc1C(=O)Nc1ccc2c(c1)C(=O)N(C)C[C@H](OC)[C@H](C)CN(C)[C@H](C)CO2	1	6	·	-19	-8	29	9	·
Cn1c(=O)c2c(=O)cc(NNC(=O)C(C)(C)C)[nH]c2n(C)c1=O	-2	·	-2	-8	·	·	·	2
Cc1ccc2[nH]cc(CCNC(=O)C3CCCO3)c2c1 (centres undefined)	6	-2	7	-16	12	-2	3	3
CN1c2ccc(-c3ccc(C#N)cc3)cc2[C@@H]2[C@@H](CCN2C(=O)NC2CCCCC2)[C@H]1CO	-12	-3	·	-4	-2	14	15	·
COCc1c(C(=O)N/N=C\c2ccccn2)nnn1-c1nonc1N	·	1	1	2	5	0	18	0
C/C(CC(=O)Nc1ccc(Cl)cn1)=N\NC(=O)Cc1cccs1	·	2	·	-7	9	0	-23	·
COc1ccccc1CCn1cnc(-c2ccccc2OC)c1C(C)C	·	-4	·	?	18	10	15	·
CC(=O)N(C1CC(C)C(C#N)(C#N)C1(C#N)C#N)N(C)C (centres undefined)	-24	7	·	3	75*	36	14	·
CN(C(=O)c1cccc(Nc2ccc(-c3ccc4c(c3)OCCO4)nn2)c1)C1CCCCC1	-11	·	5	4	·	·	·	-13
CCC(C)NS(=O)(=O)c1ccc(NS(=O)(=O)c2ccc(F)cc2)cc1 (centres undefined)	3	·	5	-18	·	·	-3	0
Cc1noc(C)c1S(=O)(=O)N(C)C[C@@H]1OCCCC[C@@H](C)Oc2ccc(NS(C)(=O)=O)cc2C(=O)N([C@H](C)CO)C[C@H]1C	-4	0	-2[16.7 µM]	-8	·	-5	·	3
CC(=O)c1cccc(NC(=O)CNC(=O)c2sc3ccccc3c2Cl)c1	·	-3	-4	3	9	-8	0	-5
Cc1cc(C)n(-c2nc3ccccc3nc2N2CCN(S(=O)(=O)c3ccc4ccccc4c3)CC2)n1	2	·	5	15	·	·	6	1
CN(C)CCn1c2c(c(SCC(=O)NCc3ccccc3)nc1=O)CCC2	·	6	·	-5	-12	-1	-3	7
Cc1cccc(C(C)(C)C)c1OCCCCN1CCCC1	-13	·	-1	·	12	·	4	-2
COc1ccc2c3c(n(C)c2c1)[C@H](CO)N(Cc1nccs1)CC31CCN(CC2CCCC2)CC1	-9	1	·	-3	·	0	7	·
O=C(C[C@H]1CC[C@H]2[C@@H](COC[C@H](O)CN2S(=O)(=O)c2ccccc2)O1)Nc1ccccc1	4	0	1[16.7 µM]	-8	2	-3	-2	-1
CCNC(=O)C[C@@H]1CC[C@@H]2[C@@H](COc3ccc(NC(=O)c4ccc(F)c(F)c4)cc3C(=O)N2C)O1	7	1	-22[16.7 µM]	-4	2	5	-17	0
CCN(CCCNC(=O)CCC(=O)N1CCOc2ccccc21)Cc1ccccc1	-7	-9	-6	-10	6	5	12	1
Nc1cccc(-n2nnnc2CN2CCOCC2)c1	1	1	-3	15	1	5	7	-3
CCn1cc(CN2CCC(n3nccc3NC(=O)c3ccccc3C)CC2)c(C)n1	·	-14	·	-7	10	4	1	-6
CC(C)Cn1c(N)c(C(=O)COC(=O)CCc2nc3ccccc3s2)c(=O)n(C)c1=O	9	2	·	28	2	8	-11	1
C/C(=N\Nc1ccc([N+](=O)[O-])cc1)c1ccc(O)cc1	-14	4	-5	-106	-130	-102	-10	·
Cc1ccc(CC2C(=O)N(c3ccc(F)cc3)C(=O)C2C)cc1 (centres undefined)	-6	2	-1	4	-5	-11	-7	3
O=C(CSc1nnc(-c2cccnc2)n1C1CCCCC1)NC1CCCC1	6	·	-6	-5	·	·	5	-1
CC1CCC(NC(=O)C(=O)Nc2ccc3c(c2)OCO3)CC1 (centres undefined)	·	0	5	-84	-191	·	-2	-3
Cc1ccc(S(=O)(=O)N2[C@H](CC(=O)c3ccc(Cl)c(Cl)c3)OC[C@@H]2C)cc1	·	0	·	5	-5	-7	9	·
O=C(NCC[C@@H]1CC[C@@H](NS(=O)(=O)c2ccc(F)cc2)[C@H](CO)O1)c1ccc2c(c1)OCO2	-10	-7	·	2	-2	2	-20	12
c1cc2c(cc1-n1cnnn1)OCO2	2	0	-7	0	-20	0	·	0
Cc1ccc(S(=O)(=O)N(C)C[C@H]2Oc3ccc(NC(=O)Nc4ccc5c(c4)OCO5)cc3C(=O)N([C@H](C)CO)C[C@@H]2C)cc1	2	2	4[16.7 µM]	-4	0	2	·	1
CCC(=O)N(C)C[C@H]1Oc2cc(-c3cncnc3)ccc2S(=O)(=O)N([C@@H](C)CO)C[C@@H]1C	17	-3	-7[16.7 µM]	-9	·	15	5	-3
Nn1c(SCC(=O)NCC2CCCO2)nnc1-c1ccc(OC(F)F)cc1 (centres undefined)	·	-1	2	-3	1	-4	-6	1
O=C1CCC2(C(=O)O)Sc3ccccc3N12 (centres undefined)	7	·	-2	·	·	·	0	2
NC(=O)CSc1nnc(-c2ccc(S(=O)(=O)N3CCCC3)cc2)o1	8	-2	-1	-7	·	3	·	0
CCOC(=O)CC(NC(=O)CCc1c(C)nc2ncnn2c1C)c1ccc(C)cc1 (centres undefined)	·	-4	·	16	13	-1	-7	·
CCNC(=O)n1cc(-n2cncn2)c(-c2ccccc2)n1	-3	-2	-2	-1	10	5	-5	-2
O=C(N[C@@H]1CC[C@@H](CCNC(=O)c2ccccc2F)O[C@@H]1CO)c1cnccn1	-6	0	·	-3	2	-4	-4	-4
CCCNC(=O)C[C@H]1C[C@@H]2c3cc(NC(=O)NC4CCCCC4)ccc3O[C@@H]2[C@@H](CO)O1	2	7	-4[16.7 µM]	-5	-16	-1	-2	4
Cc1noc(C)c1S(=O)(=O)Nc1ccc2c(c1)C(=O)N([C@@H](C)CO)C[C@H](C)[C@@H](CN(C)S(=O)(=O)c1cn(C)cn1)O2	-4	0	8[16.7 µM]	2	10	-13	-2	54
CCOC(=O)c1ccc(N=C2SC(C(=O)Nc3ccc(C(=O)O)cc3)CC(=O)N2Cc2cccs2)cc1 (centres undefined)	26	13	-9	-2	0	9	·	5
CC(C)c1cc(NC(=O)CSc2nnc(-c3ccccc3F)n2C)on1	7	·	-11	·	17	·	-3	0
N#CC1=C(Nc2ccccc2Cl)SC(c2ccncc2)NC1=O (centres undefined)	·	3	·	-2	-16	-3	-4	·
CCCOc1cc(CC(=O)NCc2ccco2)ccc1OC	16	·	-2	·	-13	·	8	1
COCCN(C(=O)c1ccc(-c2ccc(Cl)cc2)o1)c1c(N)n(Cc2ccccc2)c(=O)[nH]c1=O	-1	6	-7	16	-6	0	-1	·
Cc1cc(-c2nnc(SCC(=O)Nc3nccs3)o2)no1	3	15	1	-11	-56	-23	9	0

As entered above.
`CCC(=O)N(C)C[C@H]1Oc2cc(-c3cncnc3)ccc2S(=O)(=O)N([C@@H](C)CO)C[C@@H]1C` | miR122 inh: -7[16.7 µM]
`O=C(N[C@@H]1CC[C@@H](CCNC(=O)c2ccccc2F)O[C@@H]1CO)c1cnccn1` | PAX8 inh HTS: 2

Only miR122 inh, EWS-Fli block and PAX8 inh HTS, for 2 of the compounds above:
structure | miR122 inh | EWS-Fli block | PAX8 inh HTS
COCCN(C(=O)c1ccc(-c2ccc(Cl)cc2)o1)c1c(N)n(Cc2ccccc2)c(=O)[nH]c1=O | -7 | 0 | -6
CCNC(=O)n1cc(-n2cncn2)c(-c2ccccc2)n1 | -2 | 5 | 10

Other entries.
SMILES	PGC1a acetyl inh	CASP6 VEID inh	miR122 inh	LGR2 antag	PAX8 inh HTS	EWS-Fli block	FN deposition inh	Cneo AK release
OC[C@@H]1[C@@H](c2ccc(C#CC3(O)CCCC3)cc2)[C@H]2CN(Cc3cccnc3)CCCCN12	2	-3	0[16.7 µM]	-3	6	-6	·	-1
COc1cccc(CNn2cnnc2)c1OCc1ccc(F)cc1	-14	·	-2	·	7	·	-4	1
COc1cccc(S(=O)(=O)N(C)C[C@@H]2Oc3ncc(C#Cc4ccc(F)cc4)cc3C(=O)N([C@H](C)CO)C[C@@H]2C)c1	-30	0	-8[16.7 µM]	9	·	10	·	-1
Cc1ccc(C)c(NC(=O)c2cc3ccccn3n2)c1	-1	-2	4	-69	-128	-91	-11	-3
O=C(CSc1cccc[n+]1[O-])NCC1CCCCC1	-1	-2	-1	-4	4	-7	-5	-2
O=C(NCCc1ccncc1)[C@@H]1N[C@@H]2c3ccc(/C=C/c4ccccc4)c(=O)n3C[C@@H]2[C@H]1CO	·	1	·	-4	11	-5	4	0
O=C(NC(=S)NCc1ccncc1)c1ccccc1	1	-3	31	7	12	-2	-6	1
CN1C2CCC1CC(NS(=O)(=O)c1ccc(C#N)cc1)C2 (centres undefined)	-8	-11	-3	12	-1	0	·	-1
COC(=O)C1=C(C)NC(C)=C(C(=O)OCC(C)C)C1c1ccccc1[N+](=O)[O-] (centres undefined)	12	3	3	2	55	11	13	2
CCOc1ccc(S(=O)(=O)NCCCn2ccnc2)cc1NC(C)=O	·	-24	-1	-3	26	1	-2	-1
O=C(NCc1ccc2c(c1)CCO2)Nc1cccc(C(F)(F)F)c1	1	1	-1	-4	12	8	1	-2
C/C=C/c1ccc(C2[C@H]3CNC[C@@H]2N3S(=O)(=O)c2cccc(OC)c2)cc1 (some centres undefined)	9&5	-1&2	·	6&-11	-5&-6	-5&-3	-2&1	·
C=CCn1cnc2sc(C(=O)Nc3ccccc3OC)c(C)c2c1=O	-1	1	9	-7	-25	-6	-2	3
C[C@H]1CN([C@@H](C)CO)C(=O)c2cc(C3=CCCCC3)cnc2O[C@H]1CN(C)C(=O)c1ccc(F)cc1	-3	4	-3[16.7 µM]	-4	·	5	-5	0
COc1ccccc1N1CCN(/N=C/c2ccc(OC)c(OC)c2OC)CC1	-3	-5	-6	-11	5	-13	-1	3

Of the compounds above, these have two or more sulfur atoms:
SMILES	PGC1a acetyl inh	CASP6 VEID inh	miR122 inh	LGR2 antag	PAX8 inh HTS	EWS-Fli block	FN deposition inh	Cneo AK release
CCC(C)NS(=O)(=O)c1ccc(NS(=O)(=O)c2ccc(F)cc2)cc1 (centres undefined)	3	·	5	-18	·	·	-3	0
Cc1noc(C)c1S(=O)(=O)N(C)C[C@@H]1OCCCC[C@@H](C)Oc2ccc(NS(C)(=O)=O)cc2C(=O)N([C@H](C)CO)C[C@H]1C	-4	0	-2[16.7 µM]	-8	·	-5	·	3
NC(=O)CSc1nnc(-c2ccc(S(=O)(=O)N3CCCC3)cc2)o1	8	-2	-1	-7	·	3	·	0
Cc1noc(C)c1S(=O)(=O)Nc1ccc2c(c1)C(=O)N([C@@H](C)CO)C[C@H](C)[C@@H](CN(C)S(=O)(=O)c1cn(C)cn1)O2	-4	0	8[16.7 µM]	2	10	-13	-2	54
CCOC(=O)c1ccc(N=C2SC(C(=O)Nc3ccc(C(=O)O)cc3)CC(=O)N2Cc2cccs2)cc1 (centres undefined)	26	13	-9	-2	0	9	·	5
Cc1cc(-c2nnc(SCC(=O)Nc3nccs3)o2)no1	3	15	1	-11	-56	-23	9	0
